UBC9 SUMO inh – blocks human SUMOylation mediated by UBC9 | inhibition, % at 35 µM | actives 0.36% (n = 290,000) | HTRF SUMOylation assay, SAE1/SAE2 + UBC9, in vitro | P63279; in the data active = inhibition above about 50%, passing the limit was not always enough; also: strong numbers were not always called active
p-CIP stab down – lowers stability of the mouse p/CIP coactivator protein; AID 1984; decrease of EGFP signal, % at 10 µM; F442A p/CIP-EGFP cells, EGFP fluorescence, 16 h; actives 0.01% (n = 290,000); Q05BA5;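 active = EGFP signal decrease of at least 30% at 10 µM or well 3 SD below plate mean, unless failing retest; inactive = the rest, including hits failing retest or dose response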; also: some compounds called inactive have numbers as strong as hits; many of its hits are not listed in these tables
IDE act – activators of human insulin-degrading enzyme in cells; HEK cells, FAbeta-B cleavage, fluorescence polarization; 0% vehicle, 100% cell-free pure enzyme wells; activation, % at 5.96 µM; actives 0.073% (n = 340,000);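 active = activation above the mean of all tested compounds plus 3 SD, set per screening campaign, cut at about 17% in these data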
Target sequence (P14735 whole entry, looked up): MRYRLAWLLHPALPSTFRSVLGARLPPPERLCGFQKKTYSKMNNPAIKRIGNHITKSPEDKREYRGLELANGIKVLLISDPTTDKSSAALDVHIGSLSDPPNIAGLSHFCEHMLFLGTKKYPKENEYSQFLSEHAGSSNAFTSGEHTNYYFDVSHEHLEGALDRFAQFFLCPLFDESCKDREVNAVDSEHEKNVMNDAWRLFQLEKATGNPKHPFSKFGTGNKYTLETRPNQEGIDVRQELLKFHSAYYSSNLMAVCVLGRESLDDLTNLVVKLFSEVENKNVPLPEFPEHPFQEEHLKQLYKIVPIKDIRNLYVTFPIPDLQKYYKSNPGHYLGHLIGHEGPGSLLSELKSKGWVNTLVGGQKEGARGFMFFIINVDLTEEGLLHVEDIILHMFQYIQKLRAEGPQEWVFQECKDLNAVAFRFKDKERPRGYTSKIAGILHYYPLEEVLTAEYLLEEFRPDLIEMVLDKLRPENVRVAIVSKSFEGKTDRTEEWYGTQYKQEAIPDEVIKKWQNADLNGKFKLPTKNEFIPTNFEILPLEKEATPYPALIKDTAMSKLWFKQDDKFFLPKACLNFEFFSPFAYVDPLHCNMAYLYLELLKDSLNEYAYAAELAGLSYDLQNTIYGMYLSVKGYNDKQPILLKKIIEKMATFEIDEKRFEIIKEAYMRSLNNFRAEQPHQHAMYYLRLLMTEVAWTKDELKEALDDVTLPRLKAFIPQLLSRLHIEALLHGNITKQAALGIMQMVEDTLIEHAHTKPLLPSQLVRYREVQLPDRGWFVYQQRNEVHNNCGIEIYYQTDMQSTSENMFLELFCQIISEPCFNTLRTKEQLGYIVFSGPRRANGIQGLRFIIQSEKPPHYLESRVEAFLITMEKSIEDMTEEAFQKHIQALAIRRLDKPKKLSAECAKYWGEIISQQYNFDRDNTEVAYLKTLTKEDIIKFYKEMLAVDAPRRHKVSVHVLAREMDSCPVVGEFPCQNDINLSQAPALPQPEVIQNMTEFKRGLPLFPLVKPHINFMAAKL
MEKK3 PB1 HTS – MEKK3-MEK5 PB1 interaction, increase or decrease; Q99759; bead-based flow cytometry, Alexa488-MEK5 binding to MEKK3; actives lie on both sides; 0 = blocked by unlabeled MEK5, 100 = vehicle; binding response (% of control), % at 10 µM; actives 1.4% (n = 290,000);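 active = binding response more than 3 SD above or below the average of its plate-row segment, actives on both sides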;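 also: Alexa488 bead fluorescence after subtracting the streptavidin-only scavenger bead signal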
M18AAP inhibitor – PfM18AAP enzyme inhibition | actives 1.2% (n = 290,000) | AID 1822 | inhibition, % at 7.35 µM | recombinant PfM18AAP, H-Glu-NHMec fluorogenic cleavage;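 active = inhibition above the campaign mean inhibition over all tested compounds plus 3 SD, cut at about 28% in these data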;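 also: 0% = plate median of test compound wells and 100% = 2 mM ZnCl2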
MEKK2 WT-MEK5 – raises or lowers MEK5 binding to wildtype human MEKK2 PB1 domain. Q9Y2U5. bead flow cytometry, Alexa488-MEK5 binding to MEKK2 WT; actives lie on both sides. binding response (% of control), % at 10 µM. actives 1.1% (n = 290,000). AID 1531; in the data active = binding response below about 67% or above about 130%
NALP1 inh – inhibitors of NALP1 inflammasome in yeast; S. cerevisiae NALP1/ASC/caspase-1 growth, X-gal OD620, 72 h; inhibition, % at 10 µM; actives 0.61% (n = 280,000); AID 2071; in the data active = inhibition mostly above about 24%, no sharp cut-off; inactive = mostly below about 32%; also: some compounds called inactive have numbers as strong as hits
IDE inh – cellular human IDE inhibition; HEK cells, FAbetaB cleavage, fluorescence polarization; inhibition, % at 5.59 µM; actives 0.41% (n = 320,000); AID 434962;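 active = percent inhibition above the average of all tested compounds plus 3 SD, set per screening campaign, cut at about 16% in these data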;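 also: IDE supplied by intact live HEK cells; FP after avidin binding of uncleaved biotin substrate so inhibition keeps polarization high; 0% = DMSO wells and 100% = 60 µM reference IDE inhibitor Ii1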
MEKK2 mut-MEK5 – signal of MEK5 binding to mutant human MEKK2 PB1 domain | bead flow cytometry, Alexa488-MEK5 binding to MEKK2 mutant | percent response, % at 10 µM | actives 0.35% (n = 290,000) | AID 1530; in the data active = percent response above about 24%, passing the limit was not always enough; also: inactives centre near 1; some results filed as inactive read as strong as hits; reference of the scale not given here
* hit, by the source's call; / = not tested or not shown; [ ] = remark or other dose. Only part of the results is shown; the hit share may differ from the screen's.

SMILES	UBC9 SUMO inh	p-CIP stab down	IDE act	MEKK3 PB1 HTS	M18AAP inhibitor	MEKK2 WT-MEK5	NALP1 inh	IDE inh	MEKK2 mut-MEK5
Cc1cc(O)c2c(C)c(CC(=O)N3CCN(C(=O)C4COc5ccccc5O4)CC3)c(=O)oc2c1 (stereo not given)	18	-17	1	98	8	98	4	5	1
CSc1cccc(NC(=O)CSc2nnc(C)s2)c1	6	-2	3	96	-10	102	-133	0	2
COc1c(F)c(F)c(C(=O)O)c(Nc2cccc(C)c2)c1F	-8	-9	/	121	7	108	0	-1	0
COC(=O)C1=C(C(=O)c2ccccc2)C(c2ccccc2)n2nnnc2N1 (stereo not given)	31	1	2	103	17	105	8	4	3
Cc1cccc(Oc2nc(-c3cccc([N+](=O)[O-])c3)nc3ccccc23)c1C	18	-13	5	99	5	95	-16	6	-11
CCCCN(CCCC)NC(=O)c1ccccc1	-2	3	0	99	-9	96	9	-4	-1
Cc1ccc(S(=O)(=O)N(c2cccc(C)c2)C2CCS(=O)(=O)C2)cc1 (stereo not given)	7	1	-1	97	8	97	10	-2	-1
CC1(C)Cc2c(cnn2-c2ccccc2)C(NC(=O)c2ccc[n+]([O-])c2)C1 (stereo not given)	-7	-22	-5	103	6	108	2	4	6
CCOC(=O)c1c(C)[nH]c(-c2csc(C)n2)c1C	-6	-6	0	111	-2	105	3	6	-1
COc1ccc(OC)c(S(=O)(=O)NCc2ccccc2)c1	24	-4	4	95	-2	103	4	-2	2
CC(C)C(=O)N1CCC(n2nccc2NC(=O)CCOc2ccccc2)CC1	-1	-10	-6	98	-4	99	8	/	-4
CCSc1nnc(Cc2cc(=O)[nH]c(=O)[nH]2)n1-c1cccc(C)c1	-9	-1	2	96	/	96	-15	1	5
O=C(O)/C=C/c1cccc2c1OCCO2	27	6	-4	125	-7	117	/	6	27
O=C(NNC(=S)Nc1ccc(Cl)cc1)c1ccccc1	-16	4	-5	96	11	100	6	-2	2
COc1ccc(N(CC(=O)NC(C)(C)C)S(=O)(=O)c2ccccc2)cc1OC	11	-10	2	99	-8	102	3	-1	-1
Cc1cccc(C)c1-n1c(C)cc(/C=N\Nc2ccc([N+](=O)[O-])cn2)c1C	12	-16	1	105	51*	81	36	2	10
CCC(C)(C)NC(=O)CN(Cc1ccc2c(c1)OCO2)C(=O)CCC(=O)Nc1nccs1	10	-21	3	89	-10	92	-13	1	-6
COCCN1C(=O)C(=O)/C(=C(/O)c2ccc(S(=O)(=O)N3CCOCC3)cc2)C1c1cccc(OC)c1 (stereo not given)	1	12	5	101	-1	101	24	-3	-5
O=C(Nc1sc2c(c1C(=O)c1ccc(Cl)cc1)CCCC2)c1cccnc1	-12	11	4	102	-11	97	32	0	-8
C=CCN1CN=C(NS(=O)(=O)c2ccc(NC(C)=O)cc2)NC1	5	0	2	102	-7	100	0	4	-3

Entries of single compounds as entered above.
Cc1ccc(S(=O)(=O)N(c2cccc(C)c2)C2CCS(=O)(=O)C2)cc1 (stereo not given) in the list: UBC9 SUMO inh: 7; p-CIP stab down: 1; IDE act: -1; MEKK3 PB1 HTS: 97; M18AAP inhibitor: 8; MEKK2 WT-MEK5: 97; NALP1 inh: 10; IDE inh: -2; MEKK2 mut-MEK5: -1
COc1ccc(OC)c(S(=O)(=O)NCc2ccccc2)c1 in the list: UBC9 SUMO inh: 24; p-CIP stab down: -4; IDE act: 4; MEKK3 PB1 HTS: 95; M18AAP inhibitor: -2; MEKK2 WT-MEK5: 103; NALP1 inh: 4; IDE inh: -2; MEKK2 mut-MEK5: 2

Shown as a hit in M18AAP inhibitor, among the entries above:
SMILES	UBC9 SUMO inh	p-CIP stab down	IDE act	MEKK3 PB1 HTS	M18AAP inhibitor	MEKK2 WT-MEK5	NALP1 inh	IDE inh	MEKK2 mut-MEK5
Cc1cccc(C)c1-n1c(C)cc(/C=N\Nc2ccc([N+](=O)[O-])cn2)c1C	12	-16	1	105	51*	81	36	2	10

Additional structures follow:
SMILES	UBC9 SUMO inh	p-CIP stab down	IDE act	MEKK3 PB1 HTS	M18AAP inhibitor	MEKK2 WT-MEK5	NALP1 inh	IDE inh	MEKK2 mut-MEK5
CCc1nnc(NC(=O)c2ccc(S(C)(=O)=O)cc2)s1	16	-9	6	53	-17	59	14	1	-27
Cc1ccc(SCc2nc(-c3ccccn3)no2)cc1	10	-19	-5	104	3	105	8	3	7
Cc1nc(N=C(N)N)nc2ccccc12	12	5	9	75*[inhibitor]	-2	77	8	0	-11
O=C(Nc1nc2n(n1)C(c1ccccc1)C=C(c1ccccc1)N2)c1ccco1 (stereo not given)	7	-1	2	105	-5	108	24	10	8
CCCCn1cnc2c1c(=O)n(CC(=O)c1cc(C)n(C)c1C)c(=O)n2CC(C)C	13	3	8	92	1	95	24	1	-3
CCc1ccc(CN(C)C(=O)C2CCC(=O)N(Cc3ccccn3)C2)cc1 (stereo not given)	0	5	-5	103	0	101	22	1	0
COC(=O)c1ccc(CO/N=C/c2cccc([N+](=O)[O-])c2)cc1	-9	9	0	101	-5	97	11	4	0
O=C(NCc1ccc(F)cc1)N1CCc2ccccc2C1	-3	-11	6	100	-2	97	-10	5	-4
Cc1csc2c(N3CCN(C(=O)c4ccc(C(C)(C)C)cc4)CC3)ncnc12	-10	-5	1	131*	-4	124	4	7	22
CC(=O)c1ccc(N2CCN(C(=O)c3cccc(Oc4ccccc4)c3)CC2)cc1	-1	18	-6	88	0	94	-1	4	-2
CCOc1ccc(N(CC(=O)Nc2ccc(CC)cc2)S(=O)(=O)c2c(C)[nH]c(=O)[nH]c2=O)cc1	/	0	4	94	-2	96	-12	-4	-11
CC(=O)Nc1ccc(NC(=O)COc2ccc(S(=O)(=O)N3CCCC3)cc2C)cc1	2	2	-2	96	1	94	20	-4	-6
CCOC(=O)N1CCC(NS(=O)(=O)c2ccc3c(c2)OCC(=O)N3)CC1	0	0	3	94	1	97	9	1	-2
Cc1ccsc1C(=O)NNC(=O)C1CC=CCC1C(=O)O (stereo not given)	15	-5	1	99	-6	101	13	3	2
O=C(O)C1CC(O)CN1C(=O)c1ccco1 (stereo not given)	-12	2	0	104	-4	101	36	1	3
N/C(=N\OC(=O)Cc1ccc([N+](=O)[O-])cc1)c1ccccn1	11	2	5	89	3	86	-14	/	-13
CCOc1ccc2[nH]cc(C(=O)N3CCN(CC)CC3)c(=O)c2c1	12	-14	-2	102	1	105	9	-1	0
CC(C)C(=O)NCCc1nc(-c2ccccc2)no1	/	/	5	97	/	99	/	-3	0
COc1ccccc1C(=O)Oc1cc(N)n(S(=O)(=O)c2ccc(C)cc2)n1	-26	5	5	99	5	102	-11	3	2
CCOc1ccc(N(CC(=O)Nc2ccccc2C(=O)N2CCOCC2)S(=O)(=O)c2ccc(F)cc2)cc1	16	-18	2	106	-3	97	38	-5	0
COCCN=C1Sc2nc3cc4c(cc3cc2CN1CC1CCCO1)OCO4 (stereo not given)	4	2	5	101	-5	99	12	-4	1
CCOc1ccc(C(=O)NCc2ccc3c(c2)OCO3)cc1OCC	22	-6	4	94	-3	91	11	2	-1
CCC(=O)Nc1c(C)nn(C(=O)CC)c1C	7	-9	5	106	1	105	-16	6	7
NC1=NC[C@H](Cc2ccc(O)cc2)N1CCc1cccc2ccccc12	9	-21	4	116	/	152*	13	-4	50*
Cc1cccc(OCC(=O)Nc2ccc3c(C)cc(=O)oc3c2)c1	16	-5	4	82	5	96	34	1	-1
COc1ccc(NC(=O)c2cccc(S(=O)(=O)N3CCN(C)CC3)c2)c(OC)c1	2	-4	1	97	-1	91	16	-1	2
Cc1ccc(C(=O)NNC(=O)c2ccc(S(=O)(=O)N3CCOCC3)cc2)cc1	-2	0	-4	98	2	98	-5	3	1
CC(Oc1ccccc1)C(=O)N1CCC2(CC1)Oc1ccc(F)cc1C(=O)C21CC(c2ccccc2)=NO1 (stereo not given)	/	/	4	105	/	98	/	-1	1
CCOc1ccc(NC(=O)CCN2CCN(S(=O)(=O)c3cc(Cl)ccc3OC)CC2)cc1	6	3	0	114	-13	113	38	9	9
O=C(CSc1nnc(COc2ccc(Cl)cc2Cl)o1)Nc1ccccn1	-7	-11	3	102	6	100	18	-8	-1

Only IDE act (two entries from above):
Compound,IDE act
NC1=NC[C@H](Cc2ccc(O)cc2)N1CCc1cccc2ccccc12,4
Cc1cccc(OCC(=O)Nc2ccc3c(C)cc(=O)oc3c2)c1,4

Later entries:
SMILES	UBC9 SUMO inh	p-CIP stab down	IDE act	MEKK3 PB1 HTS	M18AAP inhibitor	MEKK2 WT-MEK5	NALP1 inh	IDE inh	MEKK2 mut-MEK5
COc1ccc(CCN(C)C(=O)c2ccc(S(=O)(=O)NCc3ccco3)cc2)cc1OC	-9	-30	7	100	3	99	35	1	-2
Cc1cc(F)ccc1S(=O)(=O)N1CCCOC1CNC(=O)C(=O)NC1CCCC1 (stereo not given)	7	14	0	105	-2	111	15	-5	6
O=S(=O)(Nc1nc2ccccc2nc1NCC1CCCO1)c1cccc(Cl)c1 (stereo not given)	7	-3	8	120	-9	112	20	0	15
Cc1ccc2nc(N/N=C\c3ccc([N+](=O)[O-])o3)nc(-c3ccccc3)c2c1	22	-33	-3	/	-1	/	-5	1	/
CCO[C@@H]1OC(C(=O)NC2CC2)=C[C@H](C2CCCCC2)[C@H]1CCCO	/	/	3	103	/	100	/	4	-4
CC(=O)Cc1nsc(NC(=O)c2ccc(COc3ccccc3)o2)n1	22	-8	3	101	-6	105	9	9	7
CCN(CC)C(=O)CN1C(=O)C2CC=C(Cl)CC2C1=O (stereo not given)	15	-5	2	/	4	/	17	-4	/
C[C@@H](C(=O)CC(=O)OC(C)(C)C)[C@@H](O)c1c(F)cccc1Cl	-1	-9	1	98	7	97	23	9	-9
NS(=O)(=O)c1cccc(NC(=O)CNC(=O)CC23CC4CC(CC(C4)C2)C3)c1	-4	-5	6	100	-10	83	2	-1	-13
Cc1ccc2nc(/C(C#N)=C/c3ccccc3C(=O)O)[nH]c2c1	14	-14	7	107	3	112	2	2	10
O=C(Nc1ccccc1C(=O)Nc1ccccc1)c1cccs1	-3	-13	-1	108	1	102	4	-2	0
O=C(c1cc(=O)[nH]c2ccccc12)N1CCN(c2ccc([N+](=O)[O-])cc2)CC1	20	-15	-6	96	-6	93	19	3	-6

Three compounds already listed, sorted by SMILES length, lowest first.
SMILES	UBC9 SUMO inh	p-CIP stab down	IDE act	MEKK3 PB1 HTS	M18AAP inhibitor	MEKK2 WT-MEK5	NALP1 inh	IDE inh	MEKK2 mut-MEK5
CCOc1ccc(C(=O)NCc2ccc3c(c2)OCO3)cc1OCC	22	-6	4	94	-3	91	11	2	-1
O=C(Nc1sc2c(c1C(=O)c1ccc(Cl)cc1)CCCC2)c1cccnc1	-12	11	4	102	-11	97	32	0	-8
CCOc1ccc(N(CC(=O)Nc2ccccc2C(=O)N2CCOCC2)S(=O)(=O)c2ccc(F)cc2)cc1	16	-18	2	106	-3	97	38	-5	0
